# High-throughput results (PubChem BioAssay)
# TCR act – activates T cell receptor signaling | primary human leukocytes, anti-CD3, IL-2 HTRF, 48 h | Potency, µM (highest dose often 9.22 µM), without a hit: at the highest dose activation of IL-2 secretion, usual class: activators | 330,000 tested, under 10 active | AID 504894; further: % of control where 0% means no effect
#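 HTRF read-out of IL-2 secretion: europium cryptate donor excited at 320nm, d2 acceptor emission at 665nm. Cells were primary human leukocytes incubated 48 hr with compounds and a-CD3 beads, supplying TCR signal only.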
# Tb PFK inh – inhibitors of T. brucei phosphofructokinase. O15648. T. brucei PFK, ADP-Glo luminescence. Potency, µM (series often up to 57.5 µM), for inactives: at the highest dose activity, negative = inhibition, usual class: inhibitors. actives 0.17% (n = 330,000);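 further: potency means the concentration at half of the fitted maximal effect; 0% = uninhibited 1x PFK enzyme wells and -100% = no-enzyme wells; nearly all actives have a fitted effect of over 60% in size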
#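 Compounds were pin-transferred as a titration series up to 57 uM into substrate buffer (0.5 mM F6P, 0.1 mM ATP, pH 8.0), then 1.25 nM PFK was added and reactions ran 45 min before ADP-Glo detection.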
# Eya2 inh – inhibitors of human Eya2 phosphatase activity; O00167; recombinant Eya2, OMFP fluorescence dephosphorylation (OMFP is methylfluorescein phosphate); Potency, µM (doses to about 76.9 µM), for inactives: at the highest dose activity, negative = inhibition, hits mostly inhibitors; actives 0.006% (n = 330,000); AID 488837; further: potency means the concentration at half of the fitted maximal effect; on the % scale 0 is the no-effect control and ±100 the full control effect
#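 Eya2 (0.2 uM) preincubated 10 min at ambient with compound, then OMFP substrate added at 50 uM; 10 min reaction in 50 mM HEPES pH 7.5, 50 mM NaCl, 5 uM MgCl2, 0.05% BSA, 1 mM DTT. Fluorescence read at Ex 485/Em 525 nm.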
# B2AR arrestin – agonists driving beta-arrestin recruitment to human beta2-adrenergic receptor; P07550; beta-arrestin recruitment to beta2AR, cell-based reporter; actives 0.02% (n = 330,000); Potency, µM (top dose mostly 46.1 µM), inactives show top-dose activation, actives largely listed as activators;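 further: potency means the concentration at half of the fitted maximal effect; 0% = DMSO controls and full agonism = EC100 isoproterenol or metaproterenol; nearly all actives have a fitted effect of over 65% in size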
# TSG101-PTAP inh – blocks PTAP/TSG101 interaction to inhibit HIV-1 budding; Potency, µM (highest dose often 115 µM), inactives show at the top dose activity change, negative = inhibition, hits mostly inhibitors; 340,000 tested, under 10 active; Fluorescence polarization, FITC-PTAP peptide / Tsg101 binding; Q99816; active means well fitted inhibition curve with a large enough effect in the main read-out, with a control signal flat, not every such curve was filed as active; inconclusive means small, poorly fitted or top-dose-only effect, or effect the other way, or a change in a side signal; inactive means no such curve, though single readings can be large or run the other way; further: potency means the concentration at half of the fitted maximal effect; % of control where 0% means no effect
# Target sequence (Q99816 whole entry, looked up): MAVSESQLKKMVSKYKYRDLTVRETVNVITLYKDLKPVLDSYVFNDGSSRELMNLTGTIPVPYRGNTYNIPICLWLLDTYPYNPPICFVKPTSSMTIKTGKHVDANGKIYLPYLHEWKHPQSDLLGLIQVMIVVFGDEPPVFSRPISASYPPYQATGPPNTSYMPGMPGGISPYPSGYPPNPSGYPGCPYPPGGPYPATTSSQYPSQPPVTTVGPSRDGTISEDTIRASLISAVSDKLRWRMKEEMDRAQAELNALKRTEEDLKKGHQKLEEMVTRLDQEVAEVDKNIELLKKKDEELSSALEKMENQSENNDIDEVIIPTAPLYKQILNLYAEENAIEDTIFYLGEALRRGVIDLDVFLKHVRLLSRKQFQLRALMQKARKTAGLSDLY
#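 Compounds were pin-transferred onto Tsg101 binding domain (10 uM final) in HEPES pH 7.5 buffer, then FITC-PTAP peptide was added at 50 nM final. After 20 min at RT, polarization reported peptide displacement across a qHTS concentration series.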
# BCR signal inh – blocks chronic active B-cell receptor signaling. ABC-DLBCL IkBa-CBG/CBR reporter, luminescence ratio, 4 h. Potency, µM (titrated, usually from 46.1 µM), inactives show top-dose ratio change, negative = lower green/red ratio, actives largely listed as inhibitors. actives 0.05% (n = 340,000); active means well fitted inhibition curve with a large enough effect in the signal ratio, with a control signal flat, not every such curve was filed as active; inconclusive means small, poorly fitted or top-dose-only effect, or effect the other way, or a change in a side signal; the % refers to the signal ratio;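 further: potency means the concentration at half of the fitted maximal effect; plate controls were basal doxycycline-induced cells for no effect and cells given 10 µM MG132 for full effect; MG132 reads +100%, hits lower the ratio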
#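 Doxycycline induced both beetle luciferases in TMD8 lymphoma cells; IKK-driven degradation limits the IkappaBalpha-fused green signal, while red luminescence normalises for cell number and nonspecific effects. Compounds tested up to 46 uM, 4 hrs.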
# uPA generation – blocks generation of uPA at the cell surface | cell surface uPA generation assay, qHTS | Potency, µM (highest dose often 38.3 µM), for inactives: top-dose activity change, negative = inhibition, most hits filed as inhibitors | actives 0.31% (n = 330,000) | AID 540303; active means well fitted inhibition curve with a large enough effect; inconclusive means small, poorly fitted or top-dose-only effect; inactive means no such curve, though single readings can be large or run the other way; tested in mouse RAW 264.7 cells; further: potency means the concentration at half of the fitted maximal effect; on the % scale 0 is the no-effect control and ±100 the full control effect; nearly all actives have a fitted effect of over 55% in size
# ELG1 DNA repair – inhibitors of ELG1-dependent DNA repair in HEK293T cells. HEK293T ELG1-luciferase reporter, luminescence, 16 h; DNA damage induced by 5-fluorouridine. Potency, µM (highest dose often 46.1 µM), without a hit: at the highest dose activity change, negative = inhibition, actives largely listed as inhibitors. actives 2.3% (n = 330,000); further: potency means the concentration at half of the fitted maximal effect; on the % scale 0 is the no-effect control and ±100 the full control effect; nearly all actives have a fitted effect of over 55% in size
#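 Cells (2,000 per well) received 5-fluorouridine plus test compound or DMSO and were incubated 16 hr at 37 °C, 5% CO2. Luciferase activity was read by luminescence 30 min after ONE-Glo addition; signal suppression marked inhibition of damage-induced ELG1 function.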
# USP2a inh – inhibitors of human ubiquitin-specific protease USP2a | actives 0.01% (n = 330,000) | O75604 | Potency, µM (series often up to 38.3 µM), without a hit: at the top dose activity change, negative = inhibition, most hits filed as inhibitors | USP2 core, Ub-CHOP2 coupled fluorogenic reporter, 485/531;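 further: potency means the concentration at half of the fitted maximal effect; plate controls were DMSO wells for no effect and full inhibition by NEM control for full effect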
# Target sequence (O75604 whole entry, looked up): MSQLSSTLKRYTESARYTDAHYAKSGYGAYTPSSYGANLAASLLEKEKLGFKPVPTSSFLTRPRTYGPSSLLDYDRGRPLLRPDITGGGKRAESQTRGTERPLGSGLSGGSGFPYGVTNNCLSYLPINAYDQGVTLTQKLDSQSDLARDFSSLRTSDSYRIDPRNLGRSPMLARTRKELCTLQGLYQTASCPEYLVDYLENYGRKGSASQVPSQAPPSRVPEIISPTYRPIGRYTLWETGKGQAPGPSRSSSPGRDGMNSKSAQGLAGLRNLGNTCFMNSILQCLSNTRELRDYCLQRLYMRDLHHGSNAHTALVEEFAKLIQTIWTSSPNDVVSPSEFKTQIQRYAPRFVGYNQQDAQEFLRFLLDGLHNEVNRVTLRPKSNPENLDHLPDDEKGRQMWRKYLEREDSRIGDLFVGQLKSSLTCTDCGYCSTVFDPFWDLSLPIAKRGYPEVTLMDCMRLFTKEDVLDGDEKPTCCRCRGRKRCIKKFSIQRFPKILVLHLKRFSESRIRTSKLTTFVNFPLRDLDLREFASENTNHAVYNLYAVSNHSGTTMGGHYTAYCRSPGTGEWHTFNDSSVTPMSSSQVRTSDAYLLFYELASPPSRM
#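 USP2 core (10nM final) preincubated 30min RT with compound in 20mM Tris-HCl pH 8.0, 2mM CaCl2, 2mM beta-mercaptoethanol, 0.05% CHAPS; 25nM Ub-CHOP2 plus 25nM reporter substrate added, fluorescence (Ex485/Em531) read after 60min.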
# Mito fusion act – mitochondrial division inhibition or fusion activation; AID 485298; S. cerevisiae fusion-defective mutant growth rescue, CellTiterGlo 48 h; actives 0.23% (n = 320,000); Potency, µM (top dose mostly 46.1 µM), without a hit: at the top dose growth rescue (activation), actives largely listed as activators;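 further: potency means the concentration at half of the fitted maximal effect; % of control where 0% means no effect; nearly all actives have a fitted effect of over 45% in size; temperature-sensitive fusion mutants such as fzo1-1 at 37 °C on non-fermentable ethanol glycerol medium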
#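 S. cerevisiae fusion-defective temperature-sensitive mutants (e.g. fzo1-1, mgm1-5) grown 48 h at 37C in YPEG (ethanol/glycerol non-fermentable) medium with 23 nl compound per well; growth rescue read as CellTiterGlo luminescence.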
# TSHR antag – human thyrotropin receptor antagonism; P16473; TSHR-expressing cells, TSH-stimulated cAMP HTRF, 2 h; stronger effect = lower value; activity change, negative = inhibition, % at 11.5 µM; actives 0.2% (n = 330,000); AID 504810;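 active means activity change below a set negative limit, meaning inhibition stronger than a set level, cut at about -70% in these data; inconclusive means activity change between two set negative limits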; further: on the % scale 0 is the no-effect control and ±100 the full control effect
#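 Antagonism was scored as loss of TSH-driven cAMP in TSHR cells, stimulated with 4nM TSH (EC80) for 2 hours at 37 deg C and detected by homogeneous HTRF competition immunoassay.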
# Numbers without * were called inactive; ? = inconclusive; nt = no result given; [ ] = remark or other dose. Unless noted, the call rests on the fitted dose curve; in most records, active means well fitted curve in the direction sought with a large enough effect; inconclusive means small, poorly fitted or top-dose-only effect, or another doubt; inactive means no such curve, though single readings can be large; an effect the other way counts as inactive or inconclusive.
# Values in the order: TCR act, Tb PFK inh, Eya2 inh, B2AR arrestin, TSG101-PTAP inh, BCR signal inh, uPA generation, ELG1 DNA repair, USP2a inh, Mito fusion act, TSHR antag
- O=C(Cc1c(F)cccc1Cl)Nc1ccc(S(=O)(=O)NCC2CCCO2)cc1 (configuration not stated)
    4%, 0%, -8%, -0.2%, -1%, -12%, 1%, -1%, 2%, 1%, 6
- CCOc1cccc(C(=O)N(Cc2cccc(F)c2)C2CCS(=O)(=O)C2)c1 (configuration not stated)
    -2%, -1%, -17%, 0.0%, -3%, -2%, -5%, 8%, -1%, 7%, 14
- COc1ccc(NC(=O)c2ccc(COc3ccccc3)o2)cc1
    nt, 1%, 21%, 0.0%, -8%, 1%, 1%, ?, 3%, 0%, 14
- O=C(COC(=O)c1ccccc1Br)NCCN1C(=O)CSC1=O
    3%, -1%, 3%, 0.2%, -2%, -7%, 1%, ?, -2%, -4%, 48
- Nc1nonc1C(=Nc1ccccc1)NO
    7%, -1%, -2%, -0.6%, -6%, 2%, nt, 26%, -1%, 0%, -2
- COc1ccccc1NC(=O)NC1(C(=O)N2CCCCC2)CCCCC1
    6%, 2%, 12%, 0.3%, 0%, 12%, 3%, -4%, 1%, 5%, -75*
- COc1ccc(C(=O)NCCS(=O)(=O)NC(C)c2ccccc2)cc1 (configuration not stated)
    -1%, -6%, -2%, 2.9%, -8%, -9%, 7%, 11%, 2%, 3%, 0
- CCOC(=O)C1CCN(S(=O)(=O)CCNC(=O)c2cccc(OC)c2)CC1
    5%, 0%, 14%, -0.1%, 0%, 3%, -66%, -13%, 1%, -1%, 6
- O=S(=O)(Nc1ccc(N2CCOCC2)cc1)c1cc(Cl)ccc1Cl
    18%, -1%, -3%, 0.3%, 0%, -18%, nt, -6%, 2%, 7%, 0
- CC(=O)c1ccc(N2CCN(c3ccc(S(=O)(=O)NCCCN(C)C)cc3[N+](=O)[O-])CC2)cc1
    10%, -1%, 11%, -0.8%, 0%, ?, ?, -22%, 0%, -4%, -6
- CC(C)OP(=O)(OC(C)C)C(Nc1ccc(C(=O)O)cc1)c1ccccc1 (configuration not stated)
    -4%, 1%, 1%, 0.4%, -1%, 12%, 18%, 14%, 1%, 3%, -1
- COc1ccc(OC)c(NC(=O)Cn2cc(C=O)c3ccccc32)c1
    7%, 4%, -2%, -0.3%, -3%, 0%, 4%, -18%, -2%, 0%, -8
- O=C(COc1ccc(-c2nnco2)cc1)Nc1ccc(C(F)(F)F)cc1
    -4%, 9%, 2%, 0.0%, -7%, 1%, -2%, -1%, -1%, 10%, -6
- Cc1c(C(=O)OC(C)C)[nH]c2c1C(=O)CCC2
    -8%, -3%, -23%, -0.1%, 0%, 13%, 0%, ?, 1%, -1%, 4
- COc1cccc(NC(=O)COC(=O)COc2cccc3c2OC(C)(C)C3)c1
    -11%, -2%, -10%, 0.2%, -7%, -12%, 4%, 7%, 6%, -1%, 2
- CCO[C@@H]1OC(C(=O)NCc2ccccc2)=C[C@H](C)[C@H]1CCCO
    8%, -2%, 9%, -0.7%, nt, 8%, -1%, -18%, 14%, 0%, 4
- O=C(COc1ccc([N+](=O)[O-])cc1)Nc1ccc2c(c1)CCC2
    -4%, -9%, 4%, 0.1%, -6%, ?, 7%, 0%, -2%, 19%, -29
- Cc1ccc(S(=O)(=O)N2CCN(C(=O)C3Cc4ccccc4CN3C(=O)c3ccco3)CC2)cc1 (configuration not stated)
    5%, -5%, 14%, -0.4%, -1%, -1%, 5%, -5%, -6%, 1%, 13
- Cc1ccc(C2(c3noc(CN4CCC(C(=O)N5CCOCC5)CC4)n3)CCCC2)cc1
    4%, -5%, 2%, -0.3%, -3%, -1%, 3%, -12%, 1%, 4%, 7
- Clc1ccc(-c2nc3ccccc3n2OCc2ccccc2)cc1
    -2%, 1%, 13%, -0.1%, -5%, -2%, 0%, -14%, 0%, -1%, 1
- O=C(c1ccc2c(c1)N(Cc1ccc(F)cc1)C(=O)c1ccccc1S2(=O)=O)N1CCN(c2ccccn2)CC1
    -5%, 0%, -8%, 0.0%, 1%, 9%, 0%, ?, 0%, 1%, -7
- Cc1cccc(C)c1OCC(=O)Nc1ccccc1N1CCCCC1
    -8%, 1%, -5%, -0.1%, 0%, ?, -4%, 3%, 3%, -2%, -8
- N#Cc1cccc(NC(=O)Cn2cnc(S(=O)(=O)N3CCc4ccccc43)c2)c1
    6%, -20%, -7%, 0.0%, -8%, 1%, 10%, -2%, 3%, 1%, 1
- CC(=O)Nc1cccc(/C(C)=N/NC(N)=S)c1
    2%, 3%, 0%, 0.2%, -3%, -2%, -1%, -1%, 1%, 2%, -5
- Cc1cccc(NC(=S)NCCc2ccccc2)c1C
    1%, 1%, -2%, -0.6%, -2%, -1%, 0%, 3%, -2%, 0%, -5
- CCOC(=O)CC(NC(=O)Cn1nnc(-c2ccccc2Cl)n1)c1ccc(OC)cc1 (configuration not stated)
    3%, -4%, 12%, 0.5%, -1%, ?, 6%, -11%, 6%, 5%, -1
- COc1ccc(S(=O)(=O)N2CCCC2)c2ccccc12
    -2%, 2%, -3%, 0.1%, -2%, -9%, 2%, 14%, -1%, 4%, 2
- O=C(Nc1nnc(SCc2ccc(F)cc2)s1)c1ccc2c(c1)C(=O)N(c1ccccc1Cl)C2=O
    12%, 3%, -1%, 0.2%, 0%, 3%, 0%, 0%, 2%, -1%, -26
- CN(C)S(=O)(=O)c1ccc(Cl)c(NC(=O)CN2C(=O)NC3(CCc4ccccc43)C2=O)c1 (configuration not stated)
    -7%, -1%, -16%, 0.1%, 0%, 1%, 4%, -10%, 2%, -6%, -5
- Cc1nc2sc(C(c3cccs3)N3CCOCC3)c(O)n2n1 (configuration not stated)
    -10%[46.1 µM], 0%, 4%, 0.5%, 1%, ?, -4%, ?, 3%, -2%, -2
- CN(C)c1cccc2c1c(NC(=O)Nc1ccccc1)nn2C
    10%, -1%, 13%, 4.4%, -4%, ?, -2%, ?, 9%, 8%, -14
- CCS(=O)(=O)N1CCCC(C(=O)NC2CCC(C)CC2)C1 (configuration not stated)
    5%, 3%, 8%, -0.3%, -1%, 9%, 2%, ?, 3%, 0%, 3
- CC(C)CC(OC(=O)c1ccco1)C(=O)NCC1CCCO1 (configuration not stated)
    -3%, 3%, 16%, 0.0%, -4%, ?, 5%, 6%, 1%, 6%, 2
- COc1cc(NC(=S)N2CCN(C(=O)C3CCCO3)CC2)c(OC)cc1Cl (configuration not stated)
    1%[46.1 µM], 2%, 5%, -1.4%, -5%, -2%, 3%, 0%, 1%, -1%, 1
- Cc1cc(NC(=O)NC(C(F)(F)F)C(F)(F)F)no1
    8%, 0%, 7%, -0.6%, -2%, 1%, 3%, 22%, 0%, -5%, -2
- CC(=O)c1ccc(NC(=O)CN(C)CC(=O)Nc2cccc(F)c2)cc1
    8%, 0%, -15%, 0.0%, 0%, -24%, -1%, -1%, -1%, -5%, -3
- O=C(CN1CCN(Cc2ccccc2)CC1)N/N=C/c1ccco1
    -4%, 5%, -13%, -0.9%, -3%, -2%, 5%, 15%, -1%, 0%, -21
- Cc1nn2c(N3CCN(CCO)CC3)c3c(nc2c1-c1ccccc1)CCCC3
    0%, 1%, 20%, -1.0%, -2%, -4%, 17%, ?, 2%, -2%, -1

# 3 entries out of the list, arranged by heavy-atom count, falling.
# Values in the order: TCR act, Tb PFK inh, Eya2 inh, B2AR arrestin, TSG101-PTAP inh, BCR signal inh, uPA generation, ELG1 DNA repair, USP2a inh, Mito fusion act, TSHR antag
- COc1cc(NC(=S)N2CCN(C(=O)C3CCCO3)CC2)c(OC)cc1Cl (configuration not stated)
    1%[46.1 µM], 2%, 5%, -1.4%, -5%, -2%, 3%, 0%, 1%, -1%, 1
- Cc1cc(NC(=O)NC(C(F)(F)F)C(F)(F)F)no1
    8%, 0%, 7%, -0.6%, -2%, 1%, 3%, 22%, 0%, -5%, -2
- CC(=O)Nc1cccc(/C(C)=N/NC(N)=S)c1
    2%, 3%, 0%, 0.2%, -3%, -2%, -1%, -1%, 1%, 2%, -5
